# High-throughput results from PubChem.
# ELG1 repair inh = inhibitors of ELG1-dependent DNA repair in HEK293T cells; HEK293T ELG1-luciferase reporter, luminescence, 16 h; DNA damage induced by 5-fluorouridine; Potency, µM (highest dose often 46.1 µM), inactives show at the highest dose activity change, negative = inhibition, hits mostly inhibitors; actives 2.3% (n = 330,000); AID 504467; note: potency is the fitted concentration of half-maximal effect; % is set by controls: 0 for no effect and ±100 for the full control effect; nearly all actives have a fitted effect of over 55% in size
#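 HEK293T cells expressing luciferase-tagged ELG1 (2,000/well) received 5-Fluorouridine plus compound or DMSO for 16 hr at 37 °C. Luciferase was read by ONE-Glo luminescence after 30 min at room temperature.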
# TCR activator = activators of T cell receptors. Potency, µM (series often up to 9.22 µM), for the others: top-dose activation of IL-2 secretion, hits mostly activators. 330,000 tested, under 10 active. primary human leukocytes, anti-CD3, IL-2 HTRF, 48 h. AID 504894; note: % of control where 0% means no effect
#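 IL-2 release read by HTRF sandwich (Eu cryptate donor, d2 acceptor, 665 nm emission) after 48 hr exposure of primary human leukocytes to compound together with anti-CD3 beads in the absence of co-stimulatory signals.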
# Eya2 inh = blocks the phosphatase activity of human Eya2. recombinant Eya2, OMFP fluorescence dephosphorylation (OMFP is methylfluorescein phosphate). actives 0.006% (n = 330,000). Potency, µM (top dose mostly 76.9 µM), without a hit: at the highest dose activity, negative = inhibition, actives largely listed as inhibitors. AID 488837; note: potency is the fitted concentration of half-maximal effect; % is set by controls: 0 for no effect and ±100 for the full control effect
# Target sequence (O00167 whole entry, looked up): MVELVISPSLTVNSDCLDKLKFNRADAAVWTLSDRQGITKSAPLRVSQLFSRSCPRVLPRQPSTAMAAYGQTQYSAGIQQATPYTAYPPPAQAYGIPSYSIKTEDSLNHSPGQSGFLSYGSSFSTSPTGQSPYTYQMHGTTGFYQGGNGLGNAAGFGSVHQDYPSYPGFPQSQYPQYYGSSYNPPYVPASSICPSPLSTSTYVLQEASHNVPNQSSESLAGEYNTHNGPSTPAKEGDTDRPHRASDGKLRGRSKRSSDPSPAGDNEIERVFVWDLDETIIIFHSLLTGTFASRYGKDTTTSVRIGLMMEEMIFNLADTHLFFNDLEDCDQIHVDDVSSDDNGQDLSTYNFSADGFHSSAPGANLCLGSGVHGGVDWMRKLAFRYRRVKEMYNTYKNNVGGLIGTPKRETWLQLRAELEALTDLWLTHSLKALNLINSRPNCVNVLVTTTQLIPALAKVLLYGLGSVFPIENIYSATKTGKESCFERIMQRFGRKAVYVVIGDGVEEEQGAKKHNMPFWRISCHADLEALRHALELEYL
#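 Eya2 protein (added as 0.2 uM solution) was preincubated with compound for 10 min at ambient temperature in 50 mM HEPES pH 7.5, 50 mM NaCl, 5 uM MgCl2, 0.05% BSA, 1 mM DTT. OMFP (added at 50 uM) then reacted 10 min; fluorescence read at 485/525 nm.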
# AT treatment = potential ataxia-telangiectasia treatments restoring KAP-1 phosphorylation; […] A-T fibroblasts, KAP-1 phosphorylation AlphaLISA; neocarzinostatin DNA damage 30 min before lysis; Potency, µM (series often up to 57.5 µM), for the others: at the top dose activation, actives largely listed as activators; actives 0.19% (n = 320,000); AID 485349; note: potency is the fitted concentration of half-maximal effect; % of control where 0% means no effect; nearly all actives have a fitted effect of over 45% in size
#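 ATM-like activity read as KAP-1 phosphorylation via AlphaLISA donor/acceptor antibody pairs after lysis and 6 hr at 25C. Cells were ATM-null patient fibroblasts ([…], hTERT), dosed 60 min, then exposed to the DSB inducer NCS for 30 min.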
# Integrin act MD = activates integrin-mediated alleviation for muscular dystrophy; alpha7betagal myoblasts, beta-gal FDG fluorescence, 48 h; Potency, µM (series often up to 38.3 µM), inactives show at the highest dose activation, actives largely listed as activators; actives 0.064% (n = 350,000);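 note: potency is the fitted concentration of half-maximal effect; 100% = response of the positive control SU9516; nearly all actives have a fitted effect of over 60% in size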
#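 alpha7betagal+/- myoblasts (passage 13, 250/well) treated 48 h at 37C with compounds at 1:260 dilution of DMSO stock. Lysed, then beta-galactosidase activity read as FDG fluorescence (ex 480/em 540) after 30 min, with pre-read for autofluorescence.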
# ASM inhibitor = blocks human secretory acid sphingomyelinase. placental ASM, HMU-PC fluorogenic substrate, 60 min. Potency, µM (highest dose often 57.5 µM), without a hit: at the highest dose activity change, negative = inhibition, most hits filed as inhibitors. actives 0.006% (n = 340,000). AID 504937; note: potency is the fitted concentration of half-maximal effect
#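 Human placenta-derived ASM preincubated with compound 10 min at room temperature, then reacted with 9 uM (final) fluorogenic HMU-PC substrate for 60 min at 37 C. Stop solution raises pH to 10; fluorescence read at Ex 386/Em 447 nm.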
# Tb PFK inh = inhibitors of T. brucei phosphofructokinase | O15648 | T. brucei PFK, ADP-Glo luminescence | Potency, µM (doses to about 57.5 µM), for inactives: at the highest dose activity, negative = inhibition, actives largely listed as inhibitors | actives 0.17% (n = 330,000);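 note: potency is the fitted concentration of half-maximal effect; 0% = uninhibited 1x PFK enzyme wells and -100% = no-enzyme wells; nearly all actives have a fitted effect of over 60% in size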
# Target sequence (O15648 whole entry, looked up): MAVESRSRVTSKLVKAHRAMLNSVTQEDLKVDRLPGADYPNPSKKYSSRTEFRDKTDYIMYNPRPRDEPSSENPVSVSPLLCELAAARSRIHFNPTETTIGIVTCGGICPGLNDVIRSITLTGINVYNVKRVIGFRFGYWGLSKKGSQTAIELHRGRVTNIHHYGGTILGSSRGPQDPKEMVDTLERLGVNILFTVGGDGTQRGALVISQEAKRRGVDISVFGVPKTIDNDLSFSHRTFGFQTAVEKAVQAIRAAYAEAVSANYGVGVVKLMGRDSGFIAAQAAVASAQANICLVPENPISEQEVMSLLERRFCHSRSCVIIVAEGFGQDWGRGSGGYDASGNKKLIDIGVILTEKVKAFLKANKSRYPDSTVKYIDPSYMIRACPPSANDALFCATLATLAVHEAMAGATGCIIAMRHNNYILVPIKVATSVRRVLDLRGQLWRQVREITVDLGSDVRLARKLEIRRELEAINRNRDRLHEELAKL
#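 ADP-Glo luminescence quantified ADP after 45 min at room temperature, with 1.25 nM T. brucei PFK, 0.1 mM ATP and 0.5 mM fructose-6-phosphate in pH 8.0 TEA buffer. qHTS titrations up to 57 µM; curves classified by quality.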
# PTAP TSG101 blk = blocks PTAP/TSG101 interaction to inhibit HIV-1 budding; Fluorescence polarization, FITC-PTAP peptide / Tsg101 binding; 340,000 tested, under 10 active; Q99816; Potency, µM (top dose mostly 115 µM), without a hit: at the top dose activity change, negative = inhibition, usual class: inhibitors; active = well fitted inhibition curve with a large enough effect in the main read-out, with a control signal flat, not every such curve was filed as active; inconclusive = small, poorly fitted or top-dose-only effect, or effect the other way, or a change in a side signal; inactive = no such curve, though single readings can be large or run the other way; note: potency is the fitted concentration of half-maximal effect; % of control where 0% means no effect
#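 Steps: Tsg101 binding domain dispensed (10 uM final), compounds pinned in DMSO, FITC-labeled PTAP-motif peptide added (50 nM final); after 20 min binding at room temperature, polarization measured.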
# Chronic BCR inh = inhibitors of chronic active B-cell receptor signaling | ABC-DLBCL IkBa-CBG/CBR reporter, luminescence ratio, 4 h | Potency, µM (series often up to 46.1 µM), for the others: at the top dose ratio change, negative = lower green/red ratio, most hits filed as inhibitors | actives 0.05% (n = 340,000) | AID 493014; active = well fitted inhibition curve with a large enough effect in the signal ratio, with a control signal flat, not every such curve was filed as active; inconclusive = small, poorly fitted or top-dose-only effect, or effect the other way, or a change in a side signal; the % refers to the signal ratio;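 note: potency is the fitted concentration of half-maximal effect; plate controls were basal doxycycline-induced cells for no effect and cells given 10 µM MG132 for full effect; MG132 reads +100%, hits lower the ratio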
#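 Cell line TMD8 (human ABC DLBCL), stably expressing tet-inducible CBG68-IkBa fusion and CBR; IMDM/0.5% FBS; cpd up to 46 uM; dox induction, 4 h, 37C/5% CO2; dual luminescence; green/red ratio; MG132 control.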
# Mito fusion yeast = blocks mitochondrial division or promotes mitochondrial fusion | AID 485298 | Potency, µM (top dose mostly 46.1 µM), inactives show top-dose growth rescue (activation), actives largely listed as activators | actives 0.23% (n = 320,000) | S. cerevisiae fusion-defective mutant growth rescue, CellTiterGlo 48 h;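 note: potency is the fitted concentration of half-maximal effect; % of control where 0% means no effect; nearly all actives have a fitted effect of over 45% in size; temperature-sensitive fusion mutants such as fzo1-1 at 37 °C on non-fermentable ethanol glycerol medium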
#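 Growth-rescue viability read-out: after 48 h at the non-permissive 37C in glycerol/ethanol YPEG, yeast mitochondrial fusion mutants are measured by CellTiterGlo luminescence; compounds (23 nl pinned per well) restoring growth score as division inhibitors or fusion activators.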
# TSHR antagonist = blocks TSH signaling through the human TSH receptor | P16473 | actives 0.2% (n = 330,000) | activity change, negative = inhibition, % at 11.5 µM | AID 504810 | TSHR-expressing cells, TSH-stimulated cAMP HTRF, 2 h; stronger effect = lower value;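 active = activity change below a set negative limit, meaning inhibition stronger than a set level, cut at about -70% in these data; inconclusive = activity change between two set negative limits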; note: % is set by controls: 0 for no effect and ±100 for the full control effect
#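 Inhibition of cAMP made by TSHR-expressing cells under TSH stimulation (4nM final, EC80; 2 h, 37 deg C) is quantified with a one-step lysis HTRF kit, anti-cAMP cryptate versus cAMP-d2.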
# * marks the source's active call; other numbers are inactive results; ? = inconclusive; / = no result given; [ ] = dose if it differs, or a comment. Unless noted, calls come from the whole dose curve; as a rule, active = well fitted curve in the direction sought with a large enough effect; inconclusive = small, poorly fitted or top-dose-only effect, or another doubt; inactive = no such curve, though single readings can be large; an effect the other way counts as inactive or inconclusive.
structure	ELG1 repair inh	TCR activator	Eya2 inh	AT treatment	Integrin act MD	ASM inhibitor	Tb PFK inh	PTAP TSG101 blk	Chronic BCR inh	Mito fusion yeast	TSHR antagonist
CC(C)[C@@H](C(=O)N[C@@H](Cc1ccccc1)C(=O)O)N1C(=O)N2CCc3c([nH]c4ccccc34)[C@@]2(C)C1=O	10%	4%	-2%	7%	-24%	4%	-17%	0%	?	4%	17
Cc1ccc(C(=O)NCc2ccc3c(c2)OCO3)cc1C	?	-4%	-3%	-4%	11%	-2%	0%	0%	7%	33%	2
CN(Cc1cc2cc(F)ccc2[nH]1)Cc1nc(-c2cnccn2)no1	-2%	-15%	7%	1%	7%	-3%	-16%	1%	-2%	1%	-8
O=C(NCc1cccs1)c1cnc2ccccn2c1=O	?	-3%	24%	0%	-6%	13%	-1%	-11%	-4%	-3%	1
Cc1cc(C)nc(SC2=CS(=O)(=O)c3ccccc32)n1	?	-12%	21%	4%	-58%[inhibitor]	-2%	1%	-5%	-18%	-5%	-1
CCOc1ccccc1NC(=O)C1COc2ccccc2O1 (stereo not drawn)	15%	/	-10%	7%	-22%	-5%	3%	-5%	13%	12%	8
O=C(c1cccc(-n2cccc2)c1)N1CCN(S(=O)(=O)c2c(F)cccc2F)CC1	1%	5%	-6%	-2%	4%	4%	?	-2%	-4%	0%	-11
O=C(Nc1nncs1)C(Sc1ccccc1)c1ccccc1 (stereo not drawn)	-7%	0%[46.1 µM]	-3%	3%	-11%	10%	-1%	-2%	2%	23%	2
COc1ccc(C(=O)NC(C)Cc2cnccn2)cc1OC1CCN(C(C)C)CC1 (stereo not drawn)	-3%	-2%	1%	2%	-16%	-1%	1%	-9%	-2%	1%	-4
N#Cc1cccc(NC(=O)CN2C(=O)NC3(CCCCCC3)C2=O)c1	4%	5%	11%	-1%	30%	-6%	-1%	-2%	-3%	-6%	11
COC(=O)c1nn(-c2ccc(OC)cc2)c(=O)cc1Oc1ccccc1	7%	0%	4%	-1%	19%	6%	1%	-12%	-18%	-3%	-10
CCOc1cc(C2NC(=O)NC(C)=C2C(=O)OCc2ccccc2)ccc1O (stereo not drawn)	-8%	-17%	9%	0%	8%	1%	1%	-8%	?	2%	12
CCOc1ccc(N(CC(=O)Nc2ccc(F)c(F)c2)S(=O)(=O)c2c(C)noc2C)cc1	-8%	7%[46.1 µM]	-2%	2%	5%	7%	-1%	0%	2%	-7%	-19
Oc1c(Cl)cc(CN2CCOCC2)c2cccnc12	?	-20%	-8%	2%	-50%[inhibitor]	4%	?	-3%	-10%	?	-13
CCc1ccc(N(C(=O)c2snc(C(N)=O)c2N)C(C(=O)NCCC(C)C)c2c[nH]c3ccccc23)cc1 (stereo not drawn)	5%	-2%	-2%	-3%	6%	37%[activator]	-1%	-2%	-10%	-1%	31
Cc1ccc(S(=O)(=O)Cc2ccc(C(=O)N3CCCC3)o2)cc1	-3%	1%	-20%	1%	-10%	-4%	2%	0%	2%	2%	10
CC(C)(C)NC(=O)C(Cc1ccccc1)NS(=O)(=O)c1ccc2c(c1)CCC(=O)N2 (stereo not drawn)	?	/	2%	8%	-35%[7.66 µM]	1%	2%[0.46 µM]	-1%	9%	-1%	-2
Cc1cc(=O)[nH]c2c1cnn2Cc1ccccc1	5%	5%	16%	4%	0%	0%	14%	-5%	-4%	-2%	15
Cc1cccc(NC(=O)CSc2nc3ccccc3nc2N2CC(C)OC(C)C2)c1 (stereo not drawn)	?	5%	6%	-4%	-21%	8%	2%	0%	8%	-5%	-1
COc1ccc(-c2csc(Nc3ncccn3)n2)cc1C	?	-7%	-3%	-11%	-16%	5%	-2%	-4%	?	-2%	4

# Part of the list above in order of heavy-atom count, rising:
structure	ELG1 repair inh	TCR activator	Eya2 inh	AT treatment	Integrin act MD	ASM inhibitor	Tb PFK inh	PTAP TSG101 blk	Chronic BCR inh	Mito fusion yeast	TSHR antagonist
Cc1cc(=O)[nH]c2c1cnn2Cc1ccccc1	5%	5%	16%	4%	0%	0%	14%	-5%	-4%	-2%	15
O=C(NCc1cccs1)c1cnc2ccccn2c1=O	?	-3%	24%	0%	-6%	13%	-1%	-11%	-4%	-3%	1
N#Cc1cccc(NC(=O)CN2C(=O)NC3(CCCCCC3)C2=O)c1	4%	5%	11%	-1%	30%	-6%	-1%	-2%	-3%	-6%	11

# Carrying on:
structure	ELG1 repair inh	TCR activator	Eya2 inh	AT treatment	Integrin act MD	ASM inhibitor	Tb PFK inh	PTAP TSG101 blk	Chronic BCR inh	Mito fusion yeast	TSHR antagonist
COc1ccccc1N1CCN(C(=O)C2CC=CCC2C(=O)O)CC1 (stereo not drawn)	9%	-4%	3%	0%	3%	1%	1%	0%	-2%	-8%	1
C#CCSc1nc2[nH]ncc2c(=O)[nH]1	-1%	-3%[46.1 µM]	-13%	0%	0%	4%	0%	-1%	5%	2%	-2
Cc1ccc(CC(=O)Nc2ccccc2-c2ccccc2)cc1C	-2%	4%[46.1 µM]	-7%	13%	12%	-2%	-1%	-4%	?	18%	-6
COc1ccc(-n2cc(-c3ccccc3)[nH]c2=S)c(OC)c1	?	-5%	-19%	-1%	-52%[inhibitor]	-5%	-9%	-6%	-2%	-33%	1
Cc1ccc(-c2csc(NC(=S)NC(=O)/C=C/c3ccco3)n2)cc1	?	-10%	-5%	4%	-20%[7.66 µM]	-12%	-19%	-5%	?	-2%	-38
CCOC(=O)C1CCCN(C(c2ccccn2)c2c(C)[nH]c3ccccc23)C1 (stereo not drawn)	14%	-3%	-21%	-10%	-4%	6%	-23%	-7%	?	9%	-2
O=C(Nc1cccnc1N1CCOCC1)c1cccs1	-5%	-3%	1%	3%	7%	3%	0%	0%	?	6%	12
Cc1ccc(NC(=O)c2cccc(C(=O)OC(C)C)n2)c(Br)c1	?	-2%	-5%	32%	?	0%	5%	-3%	-1%	7%	-6
CC(=O)N1CCc2cc(S(=O)(=O)CCC(=O)Nc3ccc4c(c3)OCCO4)ccc21	?	1%	8%	5%	-1%	-1%	0%	-1%	-3%	0%	7
CSCC[C@H](NC(=O)N1CCn2c1nc1ccccc12)C(=O)NC1CCCCC1	0%	-1%	-6%	2%	-1%	-2%	0%	-1%	0%	-1%	-9
O=C(NCc1ccccc1)Nc1cccn(Cc2ccccc2Cl)c1=O	?	-1%	-3%	-4%	-37%	-5%	0%	0%	?	-12%	-29
Cc1ccc(C)c(SCc2noc(C(=O)NCC3CCCO3)c2C(=O)O)c1 (stereo not drawn)	-7%	1%	9%	-2%	-14%	11%	0%	-2%	11%	0%	-7

# One compound at a time, as listed above.
# `C#CCSc1nc2[nH]ncc2c(=O)[nH]1` is listed with ELG1 repair inh: -1%; TCR activator: -3%[46.1 µM]; Eya2 inh: -13%; AT treatment: 0%; Integrin act MD: 0%; ASM inhibitor: 4%; Tb PFK inh: 0%; PTAP TSG101 blk: -1%; Chronic BCR inh: 5%; Mito fusion yeast: 2%; TSHR antagonist: -2
# `Cc1ccc(-c2csc(NC(=S)NC(=O)/C=C/c3ccco3)n2)cc1` is listed with ELG1 repair inh: ?; TCR activator: -10%; Eya2 inh: -5%; AT treatment: 4%; Integrin act MD: -20%[7.66 µM]; ASM inhibitor: -12%; Tb PFK inh: -19%; PTAP TSG101 blk: -5%; Chronic BCR inh: ?; Mito fusion yeast: -2%; TSHR antagonist: -38
